# From PubChem BioAssay
# PHOSPHO1 block = PubChem AID 1565 | Phosphoethanolamine/phosphocholine phosphatase (Homo sapiens), Q8TCT1 | recombinant PHOSPHO1, absorbance phosphatase assay | inhibition, % at 13.3 µM | 1.1% of 290,000 active; in the data active = inhibition above about 60%
# Target sequence (Q8TCT1 whole entry, looked up): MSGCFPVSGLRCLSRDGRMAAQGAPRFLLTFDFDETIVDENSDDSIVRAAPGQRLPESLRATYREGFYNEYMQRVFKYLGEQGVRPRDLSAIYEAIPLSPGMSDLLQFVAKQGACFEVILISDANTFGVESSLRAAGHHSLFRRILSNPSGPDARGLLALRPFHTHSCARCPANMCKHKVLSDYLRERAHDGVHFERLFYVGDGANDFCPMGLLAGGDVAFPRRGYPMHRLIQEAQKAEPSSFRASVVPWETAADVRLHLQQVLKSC
# FID counter = compounds displacing fluorescent DNA intercalator, primary screen, artefact control for HCV NS3 helicase inhibitor project, biochemical, FID fluorescence; DNA fluorescent intercalator displacement; inhibition, % at 7.9 µM; 0.17% of 290,000 active; in the data active = inhibition above about 37%;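 also: 0% = vehicle and 100% = reference compound; higher means more ethidium bromide displaced from hairpin DNA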
# SUMO HTRF inh = inhibitors of in vitro SUMOylation cascade, primary screen, biochemical, HTRF, uHTS; inhibition, % at 35 µM; 0.36% of 290,000 active; SUMO-conjugating enzyme UBC9 (Homo sapiens), P63279; HTRF SUMOylation assay, SAE1/SAE2 + UBC9; in the data active = inhibition above about 50%, passing the limit was not always enough; also: strong numbers were not always called active
# Target sequence (P63279 whole entry, looked up): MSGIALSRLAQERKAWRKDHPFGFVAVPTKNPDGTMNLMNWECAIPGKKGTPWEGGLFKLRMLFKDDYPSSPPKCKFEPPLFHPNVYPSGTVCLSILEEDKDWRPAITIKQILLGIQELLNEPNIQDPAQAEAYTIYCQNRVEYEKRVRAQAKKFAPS
# VIM-2 inh = VIM-2 metallo-beta-lactamase inhibitors, primary screen, biochemical, epi-absorbance readout, Pseudomonas aeruginosa enzyme | purified VIM-2, nitrocefin hydrolysis, epi-absorbance fluorescence | inhibition, % at 5.6 µM | 0.89% of 290,000 active | AID 1527, 2009;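 active = inhibition above the mean of all tested compounds plus 3 SD, cutoff set per screening run, cut at about 7.5% in these data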;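 also: red hydrolysis product quenches plate fluorescence so inhibitors raise well fluorescence; 0% = enzyme with DMSO and 100% = DMSO without enzyme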
# MEKK3 PB1 HTS = modulators of MEKK3-MEK5 PB1 binding, primary screen, biochemical, wildtype MEKK3, multiplex bead flow cytometry, Alexa488-MEK5 | 1.4% of 290,000 active | binding response (% of control), % at 10 µM | bead-based flow cytometry, Alexa488-MEK5 binding to MEKK3; actives lie on both sides; 0 = blocked by unlabeled MEK5, 100 = vehicle | AID 1529, 2009;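 active = binding response more than 3 SD above or below the average of its plate-row segment, actives on both sides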;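 also: Alexa488 bead fluorescence after subtracting the streptavidin-only scavenger bead signal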
# Target sequence (Q99759 whole entry, looked up): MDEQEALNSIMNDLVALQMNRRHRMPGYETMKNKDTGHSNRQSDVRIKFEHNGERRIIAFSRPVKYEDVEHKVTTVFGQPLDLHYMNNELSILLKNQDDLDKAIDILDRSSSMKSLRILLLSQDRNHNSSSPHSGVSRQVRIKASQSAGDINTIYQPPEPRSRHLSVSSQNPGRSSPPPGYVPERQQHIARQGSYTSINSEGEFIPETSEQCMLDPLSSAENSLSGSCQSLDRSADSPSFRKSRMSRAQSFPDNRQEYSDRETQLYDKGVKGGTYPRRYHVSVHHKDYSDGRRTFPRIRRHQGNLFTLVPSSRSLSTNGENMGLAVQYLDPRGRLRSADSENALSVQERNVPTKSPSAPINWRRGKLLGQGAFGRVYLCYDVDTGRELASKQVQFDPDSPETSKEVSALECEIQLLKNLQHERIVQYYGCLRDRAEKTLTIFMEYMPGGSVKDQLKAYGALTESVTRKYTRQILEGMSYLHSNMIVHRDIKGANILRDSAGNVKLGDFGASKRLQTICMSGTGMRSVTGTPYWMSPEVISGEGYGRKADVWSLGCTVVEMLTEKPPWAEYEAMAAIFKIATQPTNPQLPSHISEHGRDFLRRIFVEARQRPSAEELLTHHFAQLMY
# IDE cell activ = human IDE activators in live cells, primary screen, fluorescence polarization, HEK cells, FAbeta-B substrate; FAbeta-B cleavage; 0% vehicle, 100% cell-free pure enzyme wells; activation, % at 5.96 µM; Insulin-degrading enzyme (Homo sapiens), P14735; 0.073% of 340,000 active;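 active = activation above the mean of all tested compounds plus 3 SD, set per screening campaign, cut at about 17% in these data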
# IMP-1 inh = IMP-1 metallo-beta-lactamase inhibitors, primary screen, biochemical, epi-absorbance readout, Pseudomonas aeruginosa enzyme; inhibition, % at 5.6 µM; 0.45% of 290,000 active; purified IMP-1, nitrocefin hydrolysis, epi-absorbance fluorescence; metallo-beta-lactamase IMP-1 (Pseudomonas aeruginosa);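 active = inhibition above the mean plus 3 SD of all compounds in the same screening run, cut at about 4.5% in these data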;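 also: 0% = IMP-1 with DMSO and 100% = DMSO wells lacking enzyme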
#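 Test system: recombinant IMP-1 enzyme, purified / Medium: HEPES buffer pH 7.1 with ZnSO4 and Brij 35 / Doses: single dose, 5.6 µM / Times: 25 °C, 15 min preincubation, 25 min reaction / Detection: Epi-absorbance via hydrolysed-nitrocefin quenching of white-plate fluorescence, 480/530 nm, EDTA stop / Evaluation: percent inhibition from optical density relative to buffer-blank wells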
# p-CIP stab down = p/CIP-EGFP fusion destabilizers, primary screen, fluorescence, F442A cells | Q05BA5 | 16 h | decrease of EGFP signal, % at 10 µM | 0.01% of 290,000 active | AID 1984, 2009;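 active = EGFP signal decrease of at least 30% at 10 µM or well 3 SD below plate mean, unless failing retest; inactive = the rest, including hits failing retest or dose response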; also: some compounds called inactive have numbers as strong as hits; many of its hits are not listed in these tables
# HCV NS3 hel inh = inhibitors of HCV NS3 helicase, primary screen, biochemical, Cy5 molecular beacon fluorescence; Hepatitis C virus NS3 helicase; 0.56% of 290,000 active; inhibition, % at 10.9 µM; NS3 helicase DNA unwinding; AID 1800, 2009;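 active = inhibition above the mean of all tested compounds plus 3 SD, set per campaign, cut at about 35% in these data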;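 also: 0% = DMSO wells and 100% = thioflavine S control wells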
#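 Material: hepatitis C virus NS3 helicase domain fragment enzyme; measured by: Cy5 fluorescence, 0 and 60 min reads; control set: DMSO and thioflavine S; incubation: 60 min unwinding reaction at 25 °C after ATP addition; read-out basis: % inhibition from 60/0 min fluorescence ratio, DMSO 0%, thioflavine S 100%; repeats: singlicate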
# An asterisk follows results filed as active; · = not tested or not shown. Not all compounds are listed; count on the stated rates, not on these rows.
SMILES,PHOSPHO1 block,FID counter,SUMO HTRF inh,VIM-2 inh,MEKK3 PB1 HTS,IDE cell activ,IMP-1 inh,p-CIP stab down,HCV NS3 hel inh
CC(=O)Nc1ccc(NC(=O)/C=C/c2ccc(Cl)cc2)cc1,-24.8,-17.8,26.4,-3.4,101.0,-0.8,-3.0,18.1,2.0
CCOC(=O)c1c(C)nc2c(c1-c1cc(OC)ccc1OC)C(=O)CC(C)(C)C2,15.0,-33.7,-9.6,-3.4,106.0,5.7,-3.1,4.9,2.1
Cc1ccc(C(=O)NNC(=O)c2cccnc2SCc2cccc([N+](=O)[O-])c2)cc1,3.0,-0.5,-3.9,-2.6,106.0,3.2,-5.0,-7.7,2.9
C/C(=N\NC(=O)c1[nH]c2c([N+](=O)[O-])cc(C)cc2c1-c1ccccc1)c1cccnc1,-26.5,3.1,-11.7,-0.8,98.0,2.0,-2.6,7.1,-4.6
CCc1ccc2c(c1)/C(=N/N(C)C(=S)NC)C(=O)N2,35.4,0.5,-5.3,1.0,·,0.8,-1.3,1.4,8.5
Cc1c(C(=O)N2CCN(Cc3ccccc3)CC2)sc2ncnc(N3CCOCC3)c12,3.5,-29.2,3.9,-1.4,95.0,-2.0,-1.5,7.7,2.4
CC(NS(=O)(=O)c1ccc(OCC(=O)NCc2ccncc2)cc1)c1ccccc1 (stereo unspecified),24.0,-15.7,-10.8,-4.0,102.0,3.2,-1.7,1.2,3.5
O=C(O)/C=C\C(=O)NCc1cccnc1,0.1,-8.5,0.6,-0.5,83.0,4.0,-3.9,-6.5,-4.3
Cc1cccc(N=Cc2[nH]c3ccc(Br)c(Cl)c3c2O)c1,12.1,1.2,14.2,-0.5,89.0,-27.7,-1.1,0.9,-5.8
O=C(CN1CCOc2ccccc21)NCc1cccs1,12.6,-3.1,15.9,-3.4,106.0,8.5,-3.0,-14.0,4.8
Cn1c(=O)n(C)c2cc([N+](=O)[O-])c(N3CCN(S(=O)(=O)c4ccccc4)CC3)cc21,-13.9,2.0,17.5,-1.9,98.0,0.2,-4.7,-0.1,9.9
COc1ccc(-c2cc(C(=O)NNC3=NCCC3)c3c(C)nn(-c4ccccc4)c3n2)cc1,0.6,-2.5,5.4,-3.5,97.0,2.2,-3.5,12.3,-6.7
COc1cc(C(=O)N[C@H](C(=O)NC2CCCCCC2)C(C)C)cc(OC)c1OC,-5.3,-25.9,9.1,0.8,105.0,10.5,-5.8,-6.2,3.8
CCN(CC)S(=O)(=O)c1ccc(N2CCOCC2)c(NS(=O)(=O)c2ccc(C)cc2)c1,16.8,-32.7,-6.6,-2.7,91.0,6.2,-3.0,9.9,2.7
O=C(CCn1c(=O)oc2ccccc21)NCc1ccc2c(c1)OCO2,11.7,0.1,-1.8,1.6,109.0,2.2,-0.3,-10.5,-1.3
Cc1c2cnn(CC(=O)Nc3cccc(C(F)(F)F)c3)c(=O)c2c(C)n1Cc1ccccc1F,-17.6,-1.7,1.1,0.6,94.0,-4.0,-0.6,5.7,13.5
C/C(=N\Nc1nc(N2CCCCCC2)nc(N2CCCCCC2)n1)c1ccccc1,5.9,-14.8,-8.7,-4.3,103.0,9.3,-2.6,13.2,-13.4
COc1ccc(OCC(=O)Nc2cc(-c3nn(C)c(=O)c4ccccc34)ccc2N2CCOCC2)cc1,0.1,-2.5,4.5,-1.6,97.0,3.0,-3.7,-1.9,0.1
CC(Cc1ccccc1)C(=O)NCc1ccncc1 (stereo unspecified),-8.7,-0.7,-2.8,-2.4,102.0,-12.7,-1.2,8.4,-3.9
O=C(NCc1cccc(C(F)(F)F)c1)C1CCC(=O)N(C2CCCCCC2)C1 (stereo unspecified),29.0,-36.0,12.7,-0.5,100.0,3.5,-1.8,-4.0,-5.3
CC(NC(=O)CN1CCN(Cc2ccc(Cl)cc2)C1=O)c1ccc2c(c1)OCCO2 (stereo unspecified),-6.1,-33.4,9.8,-3.0,118.0,-6.2,-4.3,-10.9,8.4
COC(=O)c1cccc(C(=O)N2CCCC(C(=O)c3cccc(OC(C)C)c3)C2)c1 (stereo unspecified),8.9,-57.5,-8.3,1.4,98.0,0.9,-2.9,10.9,3.5
C=CCNc1nnc(-c2ccncc2)s1,12.6,-6.7,28.3,0.0,107.0,1.6,-1.3,-0.6,13.6
CCCC(C(=O)NC1CCCC1)N(C(=O)Cn1nnc(-c2ccc(C)o2)n1)C1CCCC1 (stereo unspecified),13.9,-33.5,26.1,-4.1,103.0,1.2,-2.5,-16.4,8.6
CCc1ccc(OCC(=O)NC(NC(=S)Nc2ccccc2C)C(Cl)(Cl)Cl)cc1 (stereo unspecified),-23.9,-18.8,11.2,-3.9,102.0,2.5,-0.9,-6.4,26.2
# (cont.)
SMILES,PHOSPHO1 block,FID counter,SUMO HTRF inh,VIM-2 inh,MEKK3 PB1 HTS,IDE cell activ,IMP-1 inh,p-CIP stab down,HCV NS3 hel inh
O=C(O)c1ccc2c(c1)C(=O)N(CCCCCCCN1C(=O)c3ccc(C(=O)O)cc3C1=O)C2=O,13.0,-25.3,-4.0,-0.1,103.0,7.4,-2.8,-2.4,20.5
COc1ccccc1-n1c(CNC(=O)c2cccs2)n[nH]c1=S,-5.1,-5.1,6.4,-2.8,101.0,4.8,-4.2,-1.2,-0.3
CCCc1cc(=O)[nH]c(SCC(=O)CSc2nc(CCC)cc(=O)[nH]2)n1,20.8,-7.4,11.9,0.2,104.0,0.5,-2.9,12.1,5.8
CC(=O)Nc1ccc(SCC(=O)N(CCC#N)c2cc(C)cc(C)c2)cc1,0.9,-29.6,11.7,-2.3,99.0,6.0,-5.0,-6.1,1.2
COc1ccc(/C=N/NC(N)=S)cc1OC(=O)c1cccc2ccccc12,7.1,-15.3,-8.2,-3.2,103.0,4.5,-2.4,-9.1,14.4
Cc1nn(C)c(C)c1NC(=O)CCSc1nc(-c2ccco2)cc(C(F)(F)F)n1,27.6,-19.8,1.8,-2.1,101.0,-1.4,-2.6,-1.6,6.6
CC1=CC=CN2C1=NC(=O)CC2(C)C(=O)N(CC(=O)NC1CCCC1)c1cc(C)cc(C)c1 (stereo unspecified),-0.6,-9.8,13.3,-2.5,98.0,4.8,-2.1,-3.4,-15.0
CS(=O)(=O)N(CC(=O)NCCSC1CCCCC1)c1cccc(F)c1,-4.4,-11.4,-6.2,0.4,94.0,3.8,-2.3,1.4,15.0
COc1ccc(-n2c(=O)c3c4c(sc3n(CC(=O)NC3CCCC3)c2=O)CCCC4)c(OC)c1,-11.2,-29.0,2.1,-0.5,90.0,4.9,-1.0,-4.4,-2.7
O=C(N/C(=C/C=C/c1ccccc1)C(=O)N1CCCCC1)c1ccc([N+](=O)[O-])cc1,-25.8,-16.9,10.3,-4.6,93.0,10.0,-3.5,-0.4,3.8
COc1ccc(OC)c(NC(=S)N(CCc2c(C)[nH]c3ccc(C)cc23)Cc2cccs2)c1,-8.6,-8.3,-7.7,-2.6,107.0,2.0,-2.6,2.6,-14.5
CC1CCCCC1NC(=O)COC(=O)c1ccc2c(c1Cl)C(=O)c1ccccc1C2=O (stereo unspecified),1.4,-0.9,6.1,-1.4,90.0,5.9,-4.0,16.4,11.2
CCN(c1cccc(C)c1)S(=O)(=O)c1cccc(C(=O)O)c1,9.2,-9.2,-3.4,-2.3,101.0,0.4,-2.5,-4.9,-19.6
O=C(Nc1ccccc1)Nc1nc(-c2ccc(Cl)cc2)cs1,-6.4,-0.5,12.4,-0.3,95.0,-0.7,-3.1,-1.1,7.1
CCCCNCCOCCOc1ccccc1-c1ccccc1,-5.7,18.7,17.8,-0.9,86.0,5.3,-2.5,-8.1,-16.3
C=CCNC(=S)NNC(=O)c1ccc(=O)n(Cc2ccc(Cl)cc2Cl)c1,-102.2,-14.1,-9.0,-2.9,104.0,7.5,-2.3,14.8,3.3
CC(NC(=O)c1ccccc1F)c1nnc(SCC(=O)N2CCN(c3ccccc3)CC2)n1C (stereo unspecified),21.3,-14.5,11.8,-1.2,98.0,1.2,-2.7,4.3,5.1
CCN(C(=O)c1cnc(NC(C)C)cc1C(F)(F)F)c1ccc(Cl)cc1Cl,40.9,-19.3,-4.4,-2.7,94.0,8.2,-2.4,-15.1,-3.4
CC1=C(C(=O)NC2CCC(C)CC2)C2(CCC(C)CC2)OC1=O (stereo unspecified),-2.0,-2.1,-8.8,-1.2,107.0,0.5,0.4,-5.1,-7.2
O=C(Cc1nnc(NC(=O)c2ccccc2)s1)N/N=C/c1ccco1,-6.6,-9.0,40.8,-0.1,90.0,6.6,3.1,4.9,22.7
Cc1cc(NC(=O)CCc2ccc(-c3ccccc3)o2)no1,23.8,-14.9,17.0,0.1,101.0,-2.4,-0.2,-0.8,-7.2
CCCCN(C(=O)CSc1nnc(Nc2ccc(C)c(C)c2)s1)c1c(N)n(Cc2ccccc2)c(=O)[nH]c1=O,-10.7,-5.3,19.0,-3.9,104.0,0.7,-4.0,-8.9,-3.0
O=C(NCCCN1CCCC1)c1cccc(N2CCCC2=O)c1,-26.0,-0.4,-22.8,-5.3,100.0,1.6,-2.8,-9.4,-0.2
CCC/C(O)=C1\C(=O)CC(c2ccccc2)CC1=NC (stereo unspecified),26.1,-5.2,7.1,-1.9,111.0,0.7,-1.1,-75.5,-3.5
O=C(NC(=S)Nc1ccccc1[N+](=O)[O-])c1ccco1,-9.8,7.0,16.3,0.9,100.0,-1.3,-1.8,-4.5,-6.6
Cc1cc(C)c2c(N)c(C(=O)c3ccccc3)oc2n1,-17.0,2.3,6.8,-0.9,107.0,2.8,-3.3,2.9,0.9

# Given field by field: part of the list above
COc1ccc(-n2c(=O)c3c4c(sc3n(CC(=O)NC3CCCC3)c2=O)CCCC4)c(OC)c1
  PHOSPHO1 block: -11.2
  FID counter: -29.0
  SUMO HTRF inh: 2.1
  VIM-2 inh: -0.5
  MEKK3 PB1 HTS: 90.0
  IDE cell activ: 4.9
  IMP-1 inh: -1.0
  p-CIP stab down: -4.4
  HCV NS3 hel inh: -2.7

Cc1cc(NC(=O)CCc2ccc(-c3ccccc3)o2)no1
  PHOSPHO1 block: 23.8
  FID counter: -14.9
  SUMO HTRF inh: 17.0
  VIM-2 inh: 0.1
  MEKK3 PB1 HTS: 101.0
  IDE cell activ: -2.4
  IMP-1 inh: -0.2
  p-CIP stab down: -0.8
  HCV NS3 hel inh: -7.2
